Source: PubChem BioAssay
Mm-Cpn inhibitor: Inhibitors of TCP-1 ring complex (TRiC) of Methanococcus maripaludis (MmCpn): qHTS; purified Mm-Cpn ATPase, ADP Transcreener TR-FRET; Chaperonin Mm-Cpn (Methanococcus maripaludis); Potency, µM (titrated, usually from 76.9 µM), for the others: top-dose activity, negative = inhibition, usual class: inhibitors; hit rate 0.031% among 330,000; AID 504842, 2011; note: potency is the fitted concentration of half-maximal effect; % is set by controls: 0 for no effect and ±100 for the full control effect; nearly all actives have a fitted effect of over 80% in size
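TR-FRET (320 nm excitation; 590 and 665 nm emission) reports ADP made from 10 uM ATP by 25 nM enzyme; compounds were preincubated 10 min, reaction run 30 min, both at 37°C.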
TGFb SMAD3 inh: qHTS for Inhibitors of TGF-b | HepG2 CAGA-GFP TGF-b/SMAD3 reporter, GFP fluorescence, 18 h; TGF-beta stimulated, 500 pg/mL final | Potency, µM (top dose mostly 46.1 µM), for the others: at the highest dose activity, negative = inhibition, hits mostly inhibitors | hit rate 1.2% among 410,000; note: potency is the fitted concentration of half-maximal effect; % is set by controls: 0 for no effect and ±100 for the full control effect; nearly all actives have a fitted effect of over 65% in size
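Read-out: total well GFP (ex488/em500-530) summed from mean per-cell fluorescence. Cells: HEPG2 CAGA-GFP, 1% FBS DMEM, 18 h at 37 degrees C with 500 pg/mL final TGF-beta. Unstimulated wells served as the full-inhibition control; stimulated DMSO wells = 0%.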
A549 tox: Nrf2 qHTS screen for inhibitors: counterscreen for cytotoxicity; A549 ARE-Fluc cells, CellTiter-Fluor viability, 18-24 h; Potency, µM (highest dose often 46 µM), for the others: at the highest dose activity change, negative = cytotoxicity, usual class: inhibitors; hit rate 0.16% among 390,000; note: potency is the fitted concentration of half-maximal effect; % is set by controls: 0 for no effect and ±100 for the full control effect
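Cytotoxicity counterscreen: CellTiter-Fluor fluorescence was measured in A549 ARE_Fluc cells after 18-24 h of compound exposure in a concentration series. The subsequent BugLite luminescent read reports ARE-luciferase activity.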
Nrf2 block: Nrf2 qHTS screen for inhibitors; Potency, µM (top dose mostly 46 µM), for inactives: top-dose activity change, negative = inhibition, most hits filed as inhibitors; A549 ARE-Fluc reporter, luciferase luminescence, 18-24 h; hit rate 2.1% among 360,000; note: potency is the fitted concentration of half-maximal effect; % is set by controls: 0 for no effect and ±100 for the full control effect; nearly all actives have a fitted effect of over 60% in size
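Nrf2 function is reported as luminescence of an ARE-controlled luciferase in A549 cells. Compounds were tested at several concentrations, and a CellTiter-Fluor read on the same wells flagged cytotoxicity.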
Nrf2 activator: qHTS of Nrf2 Activators | AREc32 ARE-luciferase reporter (MCF7-derived line), luminescence, 24 h | AID 624171, 2012 | hit rate 0.31% among 410,000 | Potency, µM (highest dose often 46.1 µM), for the others: at the highest dose activation, hits mostly activators; note: potency is the fitted concentration of half-maximal effect; % of control where 0% means no effect; nearly all actives have a fitted effect of over 65% in size
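ARE-driven firefly luciferase activity in AREc32 cells measured after a 24 hr compound exposure at 37 deg C, using Steady-Glo reagent and a 30 min room-temperature hold.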
S2 tox: Viability Counterscreen for Primary qHTS for Inhibitors of ATXN expression. S2 cells (HEK-293 line with an ATXN2-luciferase reporter) viability, CellTiter-Fluor protease fluorescence, 24 h. Potency, µM (titrated, usually from 56.7 µM), hits mostly cytotoxic. hit rate 0.49% among 400,000; note: potency is the fitted concentration of half-maximal effect; nearly all actives have a fitted effect of over 40% in size
HepG2 viability: qHTS for Inhibitors of TGF-b: Cytotox Counterscreen; HepG2 CAGA-GFP viability, ATP luminescence, 18 h; Potency, µM (doses to about 46.1 µM), inactives show at the top dose activity change, negative = cytotoxicity, most hits filed as cytotoxic; hit rate 0.76% among 410,000; note: potency is the fitted concentration of half-maximal effect; some results filed as inactive show a strong effect at the top dose
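CellTiter-Glo luminescence gave cytotoxicity after 18 hours at 37 degrees C. The cells were HepG2 CAGA-GFP in 1% FBS DMEM, stimulated with 500 pg/mL TGF-beta after compound addition. %Activity was normalised to no-cell wells (complete cell-killing) and DMSO (no toxicity), and curves were fitted and classified.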
CCT chaperon mod: High-Throughput Screening for Modulators of Cytosolic Chaperonin Activity | purified chaperonin ATPase assay, HTRF ADP detection, 30 min | activity change, % (no concentration beside the values), hits read low | hit rate 0.3% among 360,000 | AID 651819, 2012; in the data active = activity change below about -30%; note: % is set by controls: 0 for no effect and ±100 for the full control effect
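We incubate TRiC, 40 or 20 nM final, with library compounds at 76 uM and 10 uM ATP for 30 min at 37 °C. ADP formed is detected with Transcreener HTRF reagents after 30 min at room temperature.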
Akt phos inh: HTS Assay for Inhibitors of Akt Phophorylation: Primary Screen; Neuro2A IGF-stimulated pAkt S473 HTRF, 20 min; active compounds read low; activity change, % for hits at 50 µM; hit rate 0.32% among 360,000; AID 651550, 2012; in the data active = activity change below about -80%; inconclusive = mostly about -51% to -80%; note: % is set by controls: 0 for no effect and ±100 for the full control effect
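Single-point screen (50 µM final compound) in Neuro2A cells stimulated 20 min with 6 nM IGF at 37 deg C. After lysis, Ser473-phosphorylated Akt read by HTRF (ex 330 nm, em 615/665 nm) as the 665/615 ratio.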
Numbers without * were called inactive; i = inactive; ? = inconclusive; · = no result given; & = joins results of further samples; [ ] = remark or other dose. Unless noted, calls come from the whole dose curve; as a rule, active = well fitted curve in the direction sought with a large enough effect; inconclusive = small, poorly fitted or top-dose-only effect, or another doubt; inactive = no such curve, though single readings can be large; an effect the other way counts as inactive or inconclusive.

The line under a structure holds: Mm-Cpn inhibitor | TGFb SMAD3 inh | A549 tox | Nrf2 block | Nrf2 activator | S2 tox | HepG2 viability | CCT chaperon mod | Akt phos inh
COC(=O)CNC(=O)C1CCCN1C(=O)CNC(=O)OC(C)(C)C (centres undefined)
 : 0% | 5% | 9% | · | 0.2% | i | 1% | -2.3 | i
COc1ccc2c(c1)c1c(c(=O)n(-c3ccc(C)cc3)c(=O)n1CC(=O)NCc1ccc(C)cc1)n2C
 : · | ? | -9% | 27% | -0.3% | ? | 0% | · | ·
N#Cc1ccccc1NC(=O)COc1ccc2c(c1)OCO2
 : 0% | -3% | 2% | ? | 3.4% | i | -18% | 1.7 | i
CCOc1ccc(C(=O)c2cnc3ccccc3c2N2CCN(CC)CC2)cc1
 : -9% | -4% | -9% | -25% | 0.9% | ? | -12% | 0.6 | i
CC(C)NC(=O)C1CCCN(S(=O)(=O)c2cccs2)C1 (centres undefined)
 : 1% | 7% | 3% | · | 0.1% | i | 4% | 0.0 | i
CSc1nc2ccccc2c(=O)n1C1CCCCC1
 : -1% | 1% | 1% | -11% | -1.3% | i | 0% | 1.5 | i
Cc1ccsc1-c1nc(CSCC(=O)NCCN2CCCC2)c(C)o1
 : -2% | 12% | -18% | 8% | 0.2% | · | 0% | 2.1 | ·
COc1ccc(N2CCN(C(c3ccccc3OC)c3nnnn3Cc3ccco3)CC2)cc1 (centres undefined)
 : -7% | 12% | -12% | -33% | 0.0% | i | -11% | 0.3 | i
O=C(NC1CCCCCC1)C1CCN(C(=O)N2CCOc3ccc(Cl)cc32)CC1
 : · | -28% | 11% | -6% | 5.6% | i | -20% | · | ·
O=C1CC(N2CCN(c3ccc(O)cc3)CC2)C(=O)N1Cc1cccs1 (centres undefined)
 : -3% | 3% | -1% | · | 2.0% | ? | -5% | -4.1 | i
Cc1ccc(C(=O)Cn2c(C(=O)OCCO)cc3ccccc32)cc1
 : -1% | -9% | -3% | 5% | 2.6% | ? | -10% | -0.4 | i
Cn1cccc1Cc1nnc(SCC(N)=O)n1-c1ccc(F)cc1
 : 0% | -15% | 4% | 9% | 0.3% | i | -5% | 0.3 | i
CC1CCN(S(=O)(=O)c2ccc(NC(=O)Cn3nnc(-c4ccccc4)n3)cc2)CC1
 : 1% | ? | ? | ? | -0.7% | i | -71% | -2.4 | i
Cc1ccc(NC(=O)c2cccs2)cc1NC(=O)c1cccc(F)c1
 : 0% | -12% | -7% | 5% | 9.4% | i | -32% | -1.9 | i
CN1CCN(S(=O)(=O)c2ccc(Sc3nc4ccccc4[nH]3)c3nsnc23)CC1
 : 2% | 10µM* | 1% | · | -0.9% | i | 1% | -1.1 | i

Compound profiles, as listed above. Order of values: Mm-Cpn inhibitor, TGFb SMAD3 inh, A549 tox, Nrf2 block, Nrf2 activator, S2 tox, HepG2 viability, CCT chaperon mod, Akt phos inh
CN1CCN(S(=O)(=O)c2ccc(Sc3nc4ccccc4[nH]3)c3nsnc23)CC1 is listed with 2%, 10µM*, 1%, ·, -0.9%, i, 1%, -1.1, i
O=C1CC(N2CCN(c3ccc(O)cc3)CC2)C(=O)N1Cc1cccs1 (centres undefined) is listed with -3%, 3%, -1%, ·, 2.0%, ?, -5%, -4.1, i

(listing goes on)
The line under a structure holds: Mm-Cpn inhibitor | TGFb SMAD3 inh | A549 tox | Nrf2 block | Nrf2 activator | S2 tox | HepG2 viability | CCT chaperon mod | Akt phos inh
Cc1ccc(NC(=O)CS(=O)CC(=O)Nc2ccc3c(c2)OCO3)cc1Cl (centres undefined)
 : -1% | -5% | ? | 9% | 3.2% | i | -8% | -1.5 | i
CCc1ccccc1N/C(=N\S(=O)(=O)c1ccccc1)C(F)(F)F
 : 0% | -5% | 10% | 18% | -1.0%[9.22 µM] | i | 0% | 1.5 | i
COc1ccc(CNC(=O)CCS(=O)(=O)c2ccc3c(c2)CC(C)N3C(=O)C2CC2)cc1 (centres undefined)
 : 1% | -1%&-9% | -7%&-6% | -10%&19% | 0.0%&-1.0% | i | -30%&-25% | -2.6 | i
CC(=O)Oc1ccc(C(c2ccc(OC(C)=O)cc2)c2ccccn2)cc1
 : -3%[15.4 µM] | 14% | -1% | ? | -1.3% | i | -4% | 1.1 | i
OC[C@H]1O[C@@H]2O[C@H]3[C@H](O)[C@@H](O)[C@@H](O[C@H]4[C@H](O)[C@@H](O)[C@@H](O[C@H]5[C@H](O)[C@@H](O)[C@@H](O[C@H]6[C@H](O)[C@@H](O)[C@@H](O[C@H]7[C@H](O)[C@@H](O)[C@@H](O[C@H]1[C@H](O)[C@H]2O)O[C@@H]7CO)O[C@@H]6CO)O[C@@H]5CO)O[C@@H]4CO)O[C@@H]3CO
 : 4% | -20% | 0% | 4% | 0.2% | i | -15% | -1.4 | i
COc1cc(F)ccc1-c1csc(C(C)(O)c2ccc(F)c(F)c2)n1 (centres undefined)
 : · | ? | · | · | 0.3%[9.22 µM] | ? | -41% | -5.0 | i
CCOC(=O)C1C(=O)C=C(c2cccc(NS(C)(=O)=O)c2)CC1c1ccco1 (centres undefined)
 : 1% | -14% | -1% | -9% | 9.4% | i | -18% | -2.4 | i
C[C@@H]1CCC[C@@]2(O[C@@H](CCO)C[C@@H](O)[C@@H]2O)O1
 : · | -7% | 9% | -20% | 0.1% | i | -3% | -0.8 | i
Cc1[nH]c2ccccc2c1C(=O)CSc1nc2ncc(Cl)cc2[nH]1
 : 0% | ? | 0% | -7% | 8.0% | i | -42% | -3.1 | i
C=CCn1c(COc2ccc(CC)cc2)nnc1SCC(=O)N(C)C1CCS(=O)(=O)C1 (centres undefined)
 : 0% | 10% | 1% | 19% | -0.6% | i | -1% | 0.3 | i
CN(C)CCN1C(=O)C2C3C=CC(C3)C2C1=O (centres undefined)
 : 1% | -2% | 5% | 13% | 3.4% | i | -5% | -1.4 | i
Cc1nnc2ccc(-c3cccc(NS(=O)(=O)c4cc(F)ccc4F)c3)nn12
 : -1% | 6% | -6% | ? | 0.7% | i | -3% | -1.1 | i
COc1ccc(Oc2ncnc3c2oc2ccc(Br)cc23)cc1
 : 0% | 12% | 2% | 0% | 0.3% | i | -13% | -1.6 | i
Cc1cccc(NC(=O)c2n[nH]c([N+](=O)[O-])c2Br)c1C
 : 0% | ? | 1% | ? | -1.2% | ? | -22% | 0.2 | i
O=S(=O)(c1ccc(F)cc1)N1CCC(N2CCCC2)CC1
 : -1% | 2% | 8% | 5% | -0.7% | i | -23% | -1.3 | i
COC(=O)C1(C)CCC(C(=O)Nc2ccccc2)C1(C)C (centres undefined)
 : · | -2% | 0% | 6% | -0.2% | i | 15% | 1.3 | i
O=C(N/N=C/c1cc(Cl)cc([N+](=O)[O-])c1O)C(O)(c1ccccc1)c1ccccc1
 : ? | -10% | -15% | ? | 2.9% | i | -5% | -0.4 | i
Cc1c(-c2ccccc2)[nH]n2c(=O)c3c(nc12)CCCC3
 : 1% | -28% | -7% | ? | 3.4% | ? | 3% | -1.8 | i
COc1ccc(CNC(=O)CNS(=O)(=O)c2ccc(Cl)cc2)cc1
 : -1% | -6% | 12% | 0% | 0.0% | i | 8% | 0.1 | i
Cc1c(C(=O)NCc2ccc3c(c2)OCO3)oc2ccc(S(=O)(=O)N3CCCC3)cc12
 : -4% | 14% | -5% | ? | -0.7% | ? | -27% | -1.6 | i
O=C(Nc1ccc([N+](=O)[O-])cc1)c1cc(Cl)sc1Cl
 : 2% | ? | 2% | 0% | ? | i | -56% | -1.5 | ·
COC(=O)c1ccc(OCC(O)CN(CCO)CCO)cc1 (centres undefined)
 : -2% | -11% | -5% | 10% | 0.5% | i | -3% | -1.9 | i
Cc1nc2c(c(C)nn2-c2ccccc2)c(C)c1Cl
 : 2% | 2% | -5% | 18% | 0.8% | i | 7% | -3.4 | i
Cc1noc(C)c1CSc1ccccc1C(=O)N(C)CC(=O)Nc1cccc(F)c1
 : 0% | 15% | 1% | 2% | 0.4% | i | 7% | -6.2 | i
O=[N+]([O-])c1ccc(N2CCCC2)cc1N1CCCC1
 : 1% | -23% | ? | -7% | 2.2% | i | -22% | -1.2 | i
Cc1cc(C)nc(N2CCC(C(=O)Nc3ccc(Oc4ccccc4)cc3)CC2)n1
 : ? | -2% | 0% | · | -0.7% | i | 3% | -1.3 | ·
CC(C)C/C=C1\CCc2c([nH]c3ccccc23)C1=O
 : 1% | 1% | 16% | ? | 27% | i | -3% | -0.2 | i
CCCCOc1ccccc1NC(=O)c1ccc(=O)[nH]c1
 : 2% | 0% | -7% | -14% | 0.1% | ? | -2% | -0.4 | i
COc1ccc(C2CC(c3ccc(OC)c(OC)c3)=NN2C(=O)c2ccccc2)cc1 (centres undefined)
 : -9% | -14% | 0% | 2% | 9.9% | i | -8% | 1.5 | i
O=C1/C(=C/c2cccc(F)c2)Oc2cc(O)ccc21
 : -5% | ? | 5% | ? | 29% | · | -23% | -0.3 | i
CCOC(=O)NC(=O)c1cn(Nc2ncc(Cl)cc2C(F)(F)F)c(=O)[nH]c1=O
 : 5% | -9% | -1% | -4% | -0.7% | i | 11% | 3.0 | i
CC1(CCc2ccccc2)NC(=O)N(CC(=O)Nc2ccccc2C#N)C1=O (centres undefined)
 : -3% | ? | 1% | 1% | 3.1% | ? | 1% | -0.8 | i
Cc1ccc(OCC(=O)NCCCNC(=O)c2ccncc2)cc1
 : -2% | -24% | 0% | -2% | 0.4% | i | -4% | 0.3 | i
CCC(Cc1ccccc1)NC(=O)CN(C)S(=O)(=O)c1ccc2c(c1)c(=O)n(C)c(=O)n2C (centres undefined)
 : 0% | -7% | -4% | -7% | 0.0% | i | -17% | -0.8 | i
O=C(CSc1cccc[n+]1[O-])c1cccs1
 : -12% | 8% | -4% | 2% | 3.8% | i | 1% | -1.6 | i
